AGP1 TOR yeast – yeast TOR pathway AGP1-GFP modulation; actives 0.02% (n = 320,000); AID 2066; GFP response vs DMSO, % at 10 µM; S. cerevisiae AGP1-GFP multiplex flow cytometry, 3 h; GFP as percent of DMSO wells;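 active = GFP response relative to DMSO above a set limit, near screen average plus 3 SD, cut at about 150% in these data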;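 note: median GFP channel fluorescence of the gated AGP1 strain per well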
LAP4 TOR yeast – yeast TOR pathway LAP4-GFP modulation | AID 2023 | GFP response vs DMSO, % at 10 µM | actives 0.34% (n = 320,000) | S. cerevisiae LAP4-GFP multiplex, flow cytometry GFP, 3 h; median GFP as percent of DMSO wells;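 active = GFP response vs DMSO above a set limit, about the screen mean plus 3 SD, cut at about 150% in these data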
GASC-1 inh – blocks human GASC-1 demethylase activity; actives 0.069% (n = 330,000); Q9H3R0; GST-JMJD2C(1-420) H3K9me3 demethylation, DELFIA europium; inhibition, % at 2.35 µM;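 active = more than half of a compound's replicate wells show inhibition beyond 50%, single wells judged on their own value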;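 note: signal counts dimethyl H3K9 product captured on neutravidin plate; 0% = median of DMSO wells and 100% = 0.3 times that DMSO median; strong numbers were not always called active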
Target sequence (Q9H3R0 1-420 limits assumed): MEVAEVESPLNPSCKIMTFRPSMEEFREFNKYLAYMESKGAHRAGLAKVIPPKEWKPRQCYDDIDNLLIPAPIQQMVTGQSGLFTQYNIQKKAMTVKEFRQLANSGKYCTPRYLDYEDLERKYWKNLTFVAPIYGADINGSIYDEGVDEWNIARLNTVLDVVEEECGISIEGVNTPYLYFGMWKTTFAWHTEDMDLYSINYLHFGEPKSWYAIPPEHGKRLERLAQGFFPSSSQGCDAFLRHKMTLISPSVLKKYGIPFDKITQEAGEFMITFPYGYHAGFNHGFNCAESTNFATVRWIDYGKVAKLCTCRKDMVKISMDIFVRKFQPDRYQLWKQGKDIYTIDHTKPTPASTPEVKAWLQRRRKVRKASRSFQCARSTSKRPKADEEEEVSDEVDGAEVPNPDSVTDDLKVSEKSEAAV
RPL19A TOR yeast – yeast TOR pathway RPL19A-GFP modulation. S. cerevisiae RPL19A-GFP strain, flow cytometry, 3 h; stronger effect = lower value. AID 2025. percent response vs DMSO, % at 10 µM. actives 0.3% (n = 330,000);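 active = percent response vs DMSO below 50%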;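 note: median channel GFP fluorescence of the barcoded RPL19A-GFP strain; ratio of sample median GFP to plate DMSO average so 100% = DMSO; lower means less RPL19A-GFP as with rapamycin TOR inhibition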
MEP2 TOR yeast – modulators of TOR pathway MEP2-GFP in S. cerevisiae; S. cerevisiae MEP2-GFP strain, flow cytometry GFP, 3 h; 100% = DMSO control level; GFP response vs DMSO, % at 10 µM; actives 0.51% (n = 330,000);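 active = GFP response versus DMSO above a set limit, roughly screen mean plus 3 SD, cut at about 180% in these data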;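 note: median GFP fluorescence of the barcode-gated MEP2-GFP cells per well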
CIT2 TOR yeast – modulators of TOR pathway CIT2-GFP in S. cerevisiae | S. cerevisiae CIT2-GFP strain, flow cytometry, 3 h; 100 means same as DMSO wells | GFP response vs DMSO, % at 10 µM | actives 0.065% (n = 320,000) | AID 2029;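 active = GFP response relative to DMSO above a set limit, near the screen mean plus 3 SD, cut at about 150% in these data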;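 note: ratio of well median GFP fluorescence to mean of DMSO wells on the plate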
VLA-4 inh – inhibition in a human VLA-4 binding assay | AID 2557 | actives 0.2% (n = 330,000) | P13612 | inhibition, % (about 7 µM as worked out from the volumes in the protocol) | VLA-4 expressing cells, ligand binding flow cytometry; in the data active = inhibition above about 50%
GRK2 aptamer HTS – inhibitors of human GRK2 displacing RNA aptamer. P25098. bead flow cytometry, FAM-aptamer displacement from GRK2. inhibition of aptamer binding, % at 10 µM. actives 0.59% (n = 330,000). AID 488847;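 active = inhibition of aptamer binding above 40%, roughly 3 SD of noise, on plates passing a quality check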;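 note: median bead fluorescence of bound FAM aptamer so fluorescent compounds give negative values; no value below 0 was filed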
* hit, by the source's call; / = not tested or not shown; & = joins results of further samples. Outcome played no part in choosing rows. About 1.7% of those tested had a hit in this group.

item	AGP1 TOR yeast	LAP4 TOR yeast	GASC-1 inh	RPL19A TOR yeast	MEP2 TOR yeast	CIT2 TOR yeast	VLA-4 inh	GRK2 aptamer HTS	smiles
1	101	100	-2	98	103	100	2	2	NS(=O)(=O)c1ccc(NC(=O)N2c3ccccc3Sc3ccccc32)cc1
2	108	93	-5	100	104	106	12	0	CCC(C)(C)n1nnnc1CN1CCC(NC(=O)c2ccccc2C)CC1
3	101	93	3	101	108	113	-5	1	CN(C)c1ccc(C(=O)OCC(=O)c2ccc[nH]2)cc1
4	100	93	-2	103	107	107	3	3	COc1ccccc1N1C(=O)S/C(=C\c2cc(C)n(C)c2C)C1=O
5	91	92	-1	95	89	86	3	0	Cc1ccc(OCC(=O)N(Cc2ccc(N(C)C)cc2)C2CCS(=O)(=O)C2)cc1 (centres undefined)
6	103	95	-25	98	96	102	8	3	CC1(C)COCN1S(=O)(=O)c1ccc(C(=O)Nc2nnc(-c3ccc(Cl)s3)o2)cc1
7	95	97	-5	104	98	95	-9	0	CC[C@]12c3[nH]c4ccccc4c3CCN1C(=O)C(CC(=O)NCCc1ccccn1)C[C@@H]2C(=O)N1CCN(C(=O)c2ccco2)CC1 (some centres undefined)
8	108	101	-1	90	97	100	-10	7	COCCOC(=O)c1sc2nc[nH]c(=O)c2c1C
9	100	100	8	104	107	97	0	2	C=CCNC(=O)c1ccncc1
10	106	95	-1	103	100	93	-1	0	N#Cc1nc(-c2ccccc2)oc1NCCCn1ccnc1
11	99	89	2	97	96	102	18	1	CCc1nnc(NC(=O)CCC(=O)N2CCN(c3cccc(Cl)c3)CC2)s1
12	97	103	-7	98	103	92	15	0	Clc1ccc(CO/N=C/c2c(-c3ccccc3)nc3n2CCS3)c(Cl)c1
13	99	90	54*	94	90	93	-17	0	Nc1ncnc2c1ncn2[C@@H]1O[C@H](CNCC#Cc2ccccc2)[C@@H](O)[C@H]1O
14	108	108	1	103	96	109	-13	0	N#Cc1ccccc1NC(=O)COC(=O)CCc1ccccc1
15	103	91	4	100	92	102	7	4	Cn1cc(Br)c(C(=O)NNC(=O)c2ccccc2)n1
16	96	93	-9	102	106	103	7	4	CS(=O)(=O)N1CCC(C(=O)Nc2cc(Cl)c(Cl)cc2Cl)CC1
17	117	101	9	109	119	116	1	0	CC(C)[C@H](NC(=O)C1CCN(S(=O)(=O)c2ccc(F)cc2)CC1)C(=O)NCc1ccncc1
18	101	116	-6	98	102	98	21	0	COc1ccc(CCN2CC(C#N)=C3c4cc(OC)c(OC)cc4CCN3C2)cc1OC
19	99	93	4	98	98	101	20	4	COc1ccc(CCNC2CC(=O)N(CCc3ccc(OC)c(OC)c3)C2=O)cc1 (centres undefined)
20	104	94	2	104	106	107	-15	0	O=C(COC(=O)C1CCN(S(=O)(=O)c2ccccc2)CC1)NC(=O)c1ccc(OC(F)F)cc1

Structural class, the compounds so far with an aryl methoxy group (three)
item	AGP1 TOR yeast	LAP4 TOR yeast	GASC-1 inh	RPL19A TOR yeast	MEP2 TOR yeast	CIT2 TOR yeast	VLA-4 inh	GRK2 aptamer HTS	smiles
4	100	93	-2	103	107	107	3	3	COc1ccccc1N1C(=O)S/C(=C\c2cc(C)n(C)c2C)C1=O
18	101	116	-6	98	102	98	21	0	COc1ccc(CCN2CC(C#N)=C3c4cc(OC)c(OC)cc4CCN3C2)cc1OC
19	99	93	4	98	98	101	20	4	COc1ccc(CCNC2CC(=O)N(CCc3ccc(OC)c(OC)c3)C2=O)cc1 (centres undefined)

(continued)
item	AGP1 TOR yeast	LAP4 TOR yeast	GASC-1 inh	RPL19A TOR yeast	MEP2 TOR yeast	CIT2 TOR yeast	VLA-4 inh	GRK2 aptamer HTS	smiles
21	105	102	7&-14	104	107	107	13	0	COc1cc(OC)cc(-c2cc3nc(C)c(CCC(=O)NC(C)CCc4ccco4)c(C)n3n2)c1 (centres undefined)
22	101	104	-6	102	101	97	25	1	Cc1nc2cc(NC(=O)NCc3ccccc3)ccc2o1
23	108	98	4	106	99	105	-8	0	COc1cccc(C(=O)Nc2ccc(S(=O)(=O)Nc3nccc(C)n3)cc2)c1
24	/	91	0&2	86	88	82	5	3	COCCOC(=O)C1=C(C)N=c2s/c(=C\c3cccs3)c(=O)n2C1c1cccs1 (centres undefined)
25	105	107	4	105	106	106	-5	0	CC(Sc1ccccn1)C(=O)Nc1ccccc1 (centres undefined)
26	97	97	21	95	94	93	15	0	Nc1c2c(nc3ccn(Cc4ccccc4)c(=O)c13)CCC2
27	102	91	-3	100	95	100	3	3	CC1CN(C)C(c2ccccc2)C(C)C12NC(=O)NC2=O (centres undefined)
28	88	95	2	90	97	87	-1	1	COCCN(C(=O)C1CCC1)c1c(N)n(CC(C)C)c(=O)[nH]c1=O
29	93	101	2	101	107	99	6	0	Cc1cc(C)nc(NS(=O)(=O)c2ccc(NC(=O)c3ccc(S(=O)(=O)N4CC(C)OC(C)C4)cc3)cc2)n1 (centres undefined)
30	105	109	8	101	103	107	-1	7	Cc1n[nH]c(=S)n1-c1ccc(Cl)cc1
31	95	99	10	89	94	88	17	2	CCN(CC(=O)Nc1c(F)cccc1F)C(=O)CSc1ccc(F)cc1
32	99	103	12	102	106	102	-35	0	Cc1ccc(N2CCN(C(=S)c3ccc(-c4ccccc4[N+](=O)[O-])o3)CC2)cc1
33	101	100	10	99	107	96	-2	1	O=C(NC1CCC(O)CC1)c1ccc(-c2ccc(Cl)cc2)o1 (centres undefined)
34	99	101	1	99	90	90	10	1	COc1cc(CO)ccc1Oc1nc2ccccc2n2cnnc12
35	99	111	-31	100	102	96	-1	3	COc1cc(/C=C/C(=O)O)ccc1OCc1ccccc1C#N
36	101	98	6	95	97	93	-7	1	CC12CCC(=O)N1C(C(=O)Nc1nc(-c3ccccc3)cs1)CS2 (centres undefined)
37	87	112	8	82	90	/	10	2	Cc1cc(Br)c2c(c1)/C(=C/C(=O)c1cccs1)C(=O)N2
38	112	102	-5	100	104	96	-4	0	N#CCCN(C(=O)COC(=O)CCc1c[nH]c2ccccc12)c1ccc(F)cc1
39	99	106	-6	99	104	107	8	7	O=C(C(=O)N1CCOCC1)c1cn(CC(=O)N2CCc3ccccc3C2)c2ccccc12
40	98	98	-3	97	95	89	10	1	COc1ccc(-n2c(SCC(=O)NCCC(C)C)nc3ccsc3c2=O)cc1
41	101	98	-39	97	103	103	6	2	N#CC(/C(=N/S(=O)(=O)c1cccs1)c1ccccc1)c1nc2ccccc2[nH]1 (centres undefined)
42	104	94	2	100	104	95	-7	4	O=C(c1ccccc1)c1cc[n+]([O-])cc1
43	103	106	0	101	105	101	1	4	Cc1cc(S(=O)(=O)N(Cc2ccc(F)cc2)CC2CCCO2)ccc1-n1cnnn1 (centres undefined)
44	97	90	2	96	95	87	3	0	COc1nsnc1NS(=O)(=O)c1ccc(NC(=S)NC(=O)c2ccncc2)cc1
45	102	96	-102	101	98	111	4	3	NCCCSC1=NCCCN1
46	87	99	-3	92	96	85	3	0	N/C(=N\c1nc2ccccc2o1)NC(=O)c1ccc(F)cc1
47	102	89	4	98	109	100	38	0	CCN(CC)CCCNC(=O)c1cn(CC)c2ccc(S(=O)(=O)N3CCc4ccccc4C3)cc2c1=O
48	86	/	6	90	91	87	4	1	CCCC(c1nnnn1CS(=O)(=O)c1ccc(C)cc1)N1CCN(c2ccccc2)CC1 (centres undefined)
49	92	97	-17	102	105	95	-1	1	CC(C)CC(C(=O)Nn1cnnc1)N1C(=O)c2ccccc2C1=O (centres undefined)
50	120	111	-2	106	114	112	-2	0	Cc1ccccc1-n1c(C)cc(/C=N/NC(=O)c2ccc(CN3CCOCC3)cc2)c1C
51	101	97	-21	103	100	103	0	3	CC(C)(C)C(=O)Nc1ccc(-c2cn3ccsc3n2)cc1
52	96	91	3	105	109	106	-5	8	O=C1CSC(=S)N1c1ccc(F)c(Cl)c1
53	92	98	5	93	89	97	12	0	Cc1ccccc1OCC(O)CN1CCN(CC(O)COc2ccccc2C)CC1 (centres undefined)
54	101	98	-4	100	101	106	-16	0	Clc1ccc(-c2ccc(C=Nc3ccc(N4CCOCC4)cc3)o2)c(Cl)c1
55	109	101	2	109	109	111	-4	3	CCOC(=O)CCCSc1nc(-c2ccc3c(c2)OCO3)cc(C(F)(F)F)c1C#N
56	116	105	-5	110	110	107	-8	0	COCCNC(=O)c1onc(CSc2cc(C)ccc2C)c1C(=O)O
57	102	101	8	102	101	94	3	0	CN(CCC#N)C(=O)COC(=O)c1ccc(Cl)c(S(=O)(=O)N(C)c2ccccc2)c1
58	96	86	-3	98	91	99	1	3	Cc1cc(N2CCc3ccccc32)n2ncnc2n1
59	100	100	25	104	95	100	-10	2	COc1ccc(-c2nc(C(N)=O)c3[nH]c(=O)n(-c4ccccc4OC)c3n2)c(OC)c1
60	97	98	0	94	92	96	4	0	O=C(CCn1cnnn1)Nc1ccccc1
61	102	106	7	89	90	104	3	0	CCOC(=O)CC1C(=O)NCCN1C(=O)c1ccc(Cl)cc1 (centres undefined)
62	98	89	-13	103	103	96	4	0	CN1CCN(/N=C/c2nc(-c3ccccc3)n3ccccc23)CC1
63	110	98	-32&-10	98	108	105	28	2	COCCCN(C(=O)c1cccnc1SC)c1c(N)n(Cc2ccccc2)c(=O)[nH]c1=O
64	100	96	20	94	87	100	0	1	CC(Sc1nncn1C)C(=O)NCc1ccc2c(c1)OCO2 (centres undefined)
65	69	82	8	99	92	91	19	4	O=C(O)c1ccc(CNCc2cc(Cl)ccc2O)cc1
66	94	98	-14	94	89	100	14	10	O=C(NCC(c1cccs1)N1CCOCC1)c1cnc(Cl)c(Cl)c1 (centres undefined)

3 entries from above, ordered by the number in CIT2 TOR yeast, descending:
item	smiles	AGP1 TOR yeast	LAP4 TOR yeast	GASC-1 inh	RPL19A TOR yeast	MEP2 TOR yeast	CIT2 TOR yeast	VLA-4 inh	GRK2 aptamer HTS
63	COCCCN(C(=O)c1cccnc1SC)c1c(N)n(Cc2ccccc2)c(=O)[nH]c1=O	110	98	-32&-10	98	108	105	28	2
64	CC(Sc1nncn1C)C(=O)NCc1ccc2c(c1)OCO2 (centres undefined)	100	96	20	94	87	100	0	1
65	O=C(O)c1ccc(CNCc2cc(Cl)ccc2O)cc1	69	82	8	99	92	91	19	4
